Screens as filed in PubChem.
All columns: NCI-60 one-dose screen, growth in % after 48 h at 10 µM unless noted; 100 = growth as untreated, 0 = no growth, -100 = all killed.
NCI-H226: NCI-H226 lung cancer | actives 3.5% (n = 79,000)
HCT-116: HCT-116 colon cancer. actives 7.3% (n = 82,000). AID 1794798
NCI/ADR-RES: NCI/ADR-RES ovarian cells. AID 1794790. actives 4.4% (n = 81,000)
HCT-15: HCT-15 colon cancer; AID 1794746; actives 5.2% (n = 82,000)
NCI-H522: NCI-H522 lung cancer | actives 8% (n = 78,000) | AID 1794739
NCI-H460: NCI-H460 lung cancer; actives 6.8% (n = 82,000)
NCI-H322M: NCI-H322M lung cancer; actives 2.7% (n = 80,000); AID 1794733
COLO 205: COLO 205 colon cancer; actives 7.3% (n = 79,000)
NCI-H23: NCI-H23 lung cancer; actives 4% (n = 80,000)
* hit, by the source's call; x = no result given; & = joins results of further samples. How the source made its calls: active means growth percent below 10; inactive means the rest. Outcome played no part in choosing rows; about 13% have a hit in one of these screens.

SMILES | NCI-H226 | HCT-116 | NCI/ADR-RES | HCT-15 | NCI-H522 | NCI-H460 | NCI-H322M | COLO 205 | NCI-H23
COc1ccc(NC(=O)c2c(Nc3ccccc3)nn3cc(-c4nc5ccccc5s4)c(N)nc23)cc1 | 95 | 100 | 102 | 102 | 95 | 106 | 101 | 110 | 102
c1ccc(-c2nc(-c3nccc4ccccc34)oc2-c2ccccc2)cc1 | 100 | 59 | 95 | 93 | 81 | 91 | 121 | 109 | 80
CCCCN(CCCC)CC(O)c1cc(-c2ccc(Cl)cc2)nc(-c2ccc(Cl)cc2)c1 (stereo not given) | 90 | 88 | 83 | 86 | 78 | 100 | 72 | 81 | 94
CCOC(=O)c1csc(NC(=O)COc2cccc(/C=C3\CSc4ccccc4C3=O)c2)n1 | 98 | 5.0* | 44 | 89 | -39* | 98 | 97 | 88 | 9.1*
O=C(CC(c1ccccc1)C1CCCCC1=O)c1ccccc1 (stereo not given) | 98 | 90 | 92 | 104 | 81 | 109 | 100 | 116 | 94
O=C(Cc1ccc2c(c1)OCCO2)Nc1nc2ccc(F)cc2s1 | 104 | 101 | 99 | 77 | 87 | 103 | 105 | 124 | 87
NCCCOc1cc(Cl)ccc1NC(=O)c1cc2ccccc2cc1OCCCN | -29* | -97* | 57 | 4.3* | x | -91* | -1.3* | -88* | -62*
Oc1ccccc1C1N=NC2=C(CCCC2)N1O (stereo not given) | 98 | 97 | 100 | 93 | 98 | 99 | 119 | 101 | 91
N#CC1=C(N)OC(C2CC2)=C(C#N)C1c1ccco1 (stereo not given) | 103 | 95 | 107 | 98 | 93 | 108 | 106 | 131 | 100
COc1ccc(/C=C(\c2cc(OC)c(OC)c(OC)c2)c2nnc(-c3ccc(F)cc3Cl)o2)cc1 | 94 | 80 | 84 | 72 | 65 | 96 | 81 | 109 | 89
Oc1cccc2cc3ccccc3cc12 | 95 | 101 | 99 | 98 | x | 101 | 109 | 100 | 99
CC1(C)N=C(N)N=C(N)N1c1ccc(F)c(C(F)(F)F)c1 | 54 | 20 | 92 | 46 | -8.1* | 22 | 52 | 80 | 29
COc1ccc(-c2nc(SCC(C)C)nc(N/N=C\c3cccc(Cl)c3)c2C#N)cc1 | 102 | 89 | 88 | 80 | 78 | 104 | 92 | 110 | 94
C=CCOc1c(CCC)cc(C(=O)OCC)cc1CCC | 95 | 96 | 103 | 99 | 84 | 107 | 100 | 116 | 106
Cc1cn(-c2cc(NC(=O)c3cncc(C#Cc4cnc5ccc(O[C@H]6CCOC6)nn45)c3)cc(C(F)(F)F)c2)cn1 | 45 | 44 | 101 | 83 | 93 | 100 | 105 | 69 | 54
CCOC(=O)c1nc2c3ccccc3ccn2c1C(=O)OCC | 97 | 104 | 96 | 100 | 88 | 118 | 95 | 109 | 97
N=C(N)SCCSC(=N)N | 110 | 94 | 101 | 110 | 94 | 105 | 109 | 113 | 106
CCOC(=O)NNC(=S)Nc1sc2c(c1C(=O)OCC)CCN(C(=O)OCC)C2 | 82 | 100 | 96 | 103 | 95 | 105 | 107 | 98 | 93
CSc1nc(Cl)cc(Cl)n1 | 115 | 98 | 103 | 107 | 96 | 106 | 112 | 111 | 108
CCCCNC(=O)c1ccc(C)cc1 | 108 | 89 | 132 | 107 | 91 | 108 | 115 | 109 | 111
COc1ccc(/C=C/C(=O)Nc2ccccc2C(=O)N2CCCC2)cc1OC | 87 | 103 | 106 | 99 | 54 | 99 | 108 | 118 | 96
O=c1[nH][n+](-c2no[n+]([O-])c2-c2cccc(F)c2)no1 | x | 98 | 105 | 104 | 99 | 102 | 100 | 119 | 98
CCCCCCNC(=O)/C(=C/C=C/c1ccccc1)NC(=O)c1ccccc1 | 94 | 93 | 92 | 97 | 64 | 101 | 97 | 110 | 95
O=C1CCC(N2CCN(c3ccc(F)cc3)CC2)N1 (stereo not given) | 106 | 96 | 103 | 117 | 94 | 110 | 107 | 122 | 99
COc1ccc(-c2nc(SCC(C)C)[nH]c(=O)c2C#N)cc1 | 100 | 100 | 102 | 95 | 91 | 99 | 100 | 104 | 94
Cc1cccnn1 | 96 | 98 | 106 | 103 | 114 | 102 | x | 109 | 105
O=C(CSc1ccc(-c2ccc(Br)cc2)nn1)Nc1ccc(Cl)c(C(F)(F)F)c1 | 83 | 72 | 61 | 48 | 76 | 103 | 87 | 101 | 91
COCc1ccc(C(=O)NC(CC(C)C)c2nnc3n2CCN(Cc2ccc(OC)cc2)C3)o1 (stereo not given) | 85 | 98 | 98 | 106 | 89 | 111 | 104 | 105 | 96
Clc1ccccc1N1CCN(CCCN2CCN(c3ccccc3Cl)CC2)CC1 | 95 | 54 | 81 | 63 | 91 | 79 | x | 87 | 77
C/C(=N\O)c1ccc(NC(=O)CSc2nc3c([nH]2)c(=O)n(C)c(=O)n3C)cc1 | 97 | 107 | 103 | 102 | 99 | 106 | 100 | 114 | 104
CCOC(=O)c1nnn(-c2ccn(C)n2)c1C | 113 | 92 | 107 | 108 | 95 | 103 | 105 | 117 | 104
Cc1ccc(C=O)s1 | 97 | 108 | 109 | 112 | 108 | 111 | 103 | 116 | 105
COc1ccc(-c2cc(C(=O)Nc3nc4ccccc4s3)nc3c(-c4ccccc4)cnn23)cc1OC | 92 | 105 | 98 | 102 | 107 | 101 | 101 | 116 | 96
COc1cc(C2CC(c3ccccc3)=Nc3c(N)nc(N)nc3N2)ccc1Oc1nc(NCCO)nc(N2CCOCC2)n1 (stereo not given) | 92 | 105 | 109 | 99 | 98 | 110 | 91 | 112 | x
Cc1cc(=O)cc(C)n1-c1ccccc1 | 96 | 98 | 99 | 104 | 102 | 107 | 106 | 106 | 97
c1ccc2c3c(ccc2c1)OCN(C1CCCCC1)C3 | 99 | 98 | 100 | 95 | 102 | 109 | 102 | 104 | 103
Cc1cc(N2CCN(CCNc3ccnc4cc(Cl)ccc34)CC2)nc(N2CCOCC2)n1 | 79 | 39 | 66 | 27 | 77 | 65 | 75 | 12 | 43
CC1=CC(=O)/C(=C/N2C(=S)NC(=O)/C2=C/c2cccc([N+](=O)[O-])c2)C(=O)O1 | 104 | 93 | 104 | 101 | 76 | 105 | 112 | 107 | 94
O=C(COc1ccc(/C=C2\C(=O)Nc3cc(Cl)ccc32)cc1)Nc1ccc(F)cc1 | 89 | 63 | 83 | 62 | 77 | 90 | 75 | 110 | 87
Cc1ccnc(NS(=O)(=O)c2ccc(N=Nc3ccc(N)nc3N)cc2)n1 | 92 | 106 | 102 | 96 | 97 | 100 | x | 104 | x

12 compounds out of the list, ordered by length of the SMILES, largest number first.
SMILES | NCI-H226 | HCT-116 | NCI/ADR-RES | HCT-15 | NCI-H522 | NCI-H460 | NCI-H322M | COLO 205 | NCI-H23
COc1cc(C2CC(c3ccccc3)=Nc3c(N)nc(N)nc3N2)ccc1Oc1nc(NCCO)nc(N2CCOCC2)n1 (stereo not given) | 92 | 105 | 109 | 99 | 98 | 110 | 91 | 112 | x
CC1=CC(=O)/C(=C/N2C(=S)NC(=O)/C2=C/c2cccc([N+](=O)[O-])c2)C(=O)O1 | 104 | 93 | 104 | 101 | 76 | 105 | 112 | 107 | 94
C/C(=N\O)c1ccc(NC(=O)CSc2nc3c([nH]2)c(=O)n(C)c(=O)n3C)cc1 | 97 | 107 | 103 | 102 | 99 | 106 | 100 | 114 | 104
COCc1ccc(C(=O)NC(CC(C)C)c2nnc3n2CCN(Cc2ccc(OC)cc2)C3)o1 (stereo not given) | 85 | 98 | 98 | 106 | 89 | 111 | 104 | 105 | 96
O=C(COc1ccc(/C=C2\C(=O)Nc3cc(Cl)ccc32)cc1)Nc1ccc(F)cc1 | 89 | 63 | 83 | 62 | 77 | 90 | 75 | 110 | 87
Cc1cc(N2CCN(CCNc3ccnc4cc(Cl)ccc34)CC2)nc(N2CCOCC2)n1 | 79 | 39 | 66 | 27 | 77 | 65 | 75 | 12 | 43
Cc1ccnc(NS(=O)(=O)c2ccc(N=Nc3ccc(N)nc3N)cc2)n1 | 92 | 106 | 102 | 96 | 97 | 100 | x | 104 | x
Clc1ccccc1N1CCN(CCCN2CCN(c3ccccc3Cl)CC2)CC1 | 95 | 54 | 81 | 63 | 91 | 79 | x | 87 | 77
c1ccc2c3c(ccc2c1)OCN(C1CCCCC1)C3 | 99 | 98 | 100 | 95 | 102 | 109 | 102 | 104 | 103
Cc1cc(=O)cc(C)n1-c1ccccc1 | 96 | 98 | 99 | 104 | 102 | 107 | 106 | 106 | 97
Cc1ccc(C=O)s1 | 97 | 108 | 109 | 112 | 108 | 111 | 103 | 116 | 105
Cc1cccnn1 | 96 | 98 | 106 | 103 | 114 | 102 | x | 109 | 105

(cont.)
SMILES | NCI-H226 | HCT-116 | NCI/ADR-RES | HCT-15 | NCI-H522 | NCI-H460 | NCI-H322M | COLO 205 | NCI-H23
Cc1[nH]c2ccc([N+](=O)[O-])cc2c1C | 105 | 94 | 107 | 60 | 93 | 73 | 104 | 127 | 105
ICC1CCC(CI)CC1 (stereo not given) | 96 | 105 | 99 | 101 | 85 | 107 | 105 | 110 | 101
CCc1ccc(C2=C/C(=C/c3ccc(Br)cc3)C(=O)N2CCc2ccc(S(N)(=O)=O)cc2)cc1 | 96 | 78 | 95 | 95 | 89 | 99 | 91 | 118 | 96
Clc1ccc(C(Br)c2ccc(Cl)cc2)cc1 | 96 | 84 | 97 | 103 | 52 | 109 | 98 | 115 | 91
Fc1ccccc1Nc1ccc2nnc(-c3ccncc3)n2n1 | x | 100 | 99 | 96 | -74* | 103 | 104 | 106 | 93
Cn1cc(-c2nn3cc(-c4cccs4)nc3s2)c2cc(F)ccc21 | 67 | 14 | 21 | 24 | 5.4* | 8.0* | 50 | 22 | 58
CSc1cc(C)nc(SC)n1 | 106 | 106 | 103 | 110 | 108 | 104 | 117 | 117 | 106
CN(C)c1ccc(C2C3CSCN3[C@@]3(C(=O)Nc4ccccc43)C2C(=O)c2nc3ccccc3[nH]2)cc1 (stereo not given in full) | 91 | 102 | 96 | 99 | 88 | 102 | 100 | x | 94
NC1=NN(c2ccccc2)C(=O)C1 | 108&101 | 98&106 | 110&102 | 120&97 | 101&90 | 112&103 | 103&99 | 107&95 | 104&97
C/C(=N/N)c1nnn(-c2ccc(F)cc2)c1C | 101 | 102 | 101 | 99 | 98 | 105 | 92 | 110 | 99
O=C(/C=C/c1ccc(Br)cc1)c1ccc(NC(=O)N2CCN(c3cc4c(cc3F)c(=O)c(C(=O)O)cn4C3CC3)CC2)cc1 | 97 | 74 | 105 | 102 | 88 | 95 | 99 | 118 | 97
O=C(O)CCc1nc2ccccc2[nH]1 | 101 | 107 | 106 | 104 | 93 | 111 | 109 | 115 | x
COc1ccc(C(C)=O)c2ccccc12 | 101 | 107 | 96 | 101 | 101 | 106 | 108 | 118 | 102
N#CC(CCCN1CCOCC1)(c1ccccc1)c1ccccc1 | 88 | 104 | 97 | 93 | 100 | 103 | 100 | 126 | 97
CCC1(C(=O)OC)CCc2c(cc(OC)c3ccccc23)C1=O (stereo not given) | 93 | 97 | 102 | 99 | 94 | 107 | 87 | 103 | 92
COc1ccc(C2C=C(C)N=C3SC(C)=CN32)cc1OC (stereo not given) | 91 | 99 | 99 | 93 | 93 | 102 | 100 | 112 | 101
COC(=O)C[C@](O)(CCCC(C)C)C(=O)O[C@@H]1C(OC)=C[C@]23CCC(=O)N2CCc2cc4c(cc2[C@H]13)OCO4 | 106 | 114 | 98 | 107 | 96 | 110 | 103 | 114 | 103
c1ccc(-c2csc(NN=C3c4ccccc4-c4ccccc43)n2)cc1 | 74 | 84 | 92 | 76 | 82 | 83 | 77 | 104 | 79
O=C(O)/C(=C/c1ccc([N+](=O)[O-])cc1)c1ccccc1 | 99 | 104 | 100 | 104 | x | 102 | 106 | 116 | 114
O=C(NCN1C(=O)c2cccc3cccc(c23)C1=O)N1CCOCC1 | 87 | 84 | 101 | 109 | 87 | 104 | 105 | 100 | 98
CCOC(=O)CCC1(C(=O)OC)C(=O)CCCCC/C=C/1C(=O)OC (stereo not given) | 105 | 109 | 106 | 99 | 91 | 105 | 101 | 113 | 107
O=C1Nc2ccccc2Oc2ccc(S(=O)(=O)CC3CO3)cc21 (stereo not given) | 96 | 46 | 98 | 21 | 33 | 79 | 94 | 50 | x
CCN(CC)S(=O)(=O)Oc1ccc2c(C)cc(=O)oc2c1 | x | 97 | 102 | 101 | 92 | 102 | 95 | 111 | 103
OCC1OCOC2COCOC12 (stereo not given) | 92 | 108 | 109 | 101 | 110 | 103 | 107 | 111 | 101
N#Cc1c(-c2cc(=O)oc3ccc(Cl)cc23)cc(-c2cc3ccccc3oc2=O)nc1N | 76 | 85 | 85 | 87 | 72 | 96 | 81 | 98 | 90
CCN1C(=O)N(CC)C2Nn3c(s/c(=C\c4ccc[nH]4)c3=O)=NC21 (stereo not given) | 99 | 109 | 105 | 106 | 94 | 108 | 96 | 113 | 104
CCOC(CSCc1ccccc1)OCC | 92 | 91 | 99 | 87 | 95 | 110 | 96 | 107 | 99
Cc1ccc(OS(=O)(=O)c2ccccc2)cc1 | 104 | 104 | 100 | 97 | 96 | 98 | 93 | 99 | 105
CCN(CCO)CC(=O)c1cc(Cl)cc(Cl)c1Cl | 89 | 99 | 102 | 101 | 68 | 105 | 101 | x | 97
CN(C)c1cccc2c(S(=O)(=O)Nc3ccc4oc(N=C(N)N)nc4c3)cccc12 | 83 | 97 | 95 | 102 | 87 | 96 | 92 | 118 | 88
COC(=O)c1ccc2c(c1)c1c(C)c3ccncc3c(C)c1n2C | 25 | 11 | 29 | 19 | 6.4* | 8.8* | 34 | 2.2* | 24
COc1ccc(/C=N/NC(=O)c2cccc3cc[nH]c23)cc1O | 90 | 22 | -7.6* | 33 | 55 | 7.4* | 50 | 56 | 56
COc1cc2cc(Oc3ccc(NC(=O)Nc4ccc(Cl)c(Cl)c4)cc3)c(C)nc2cc1OCCN1CCOCC1 | 58 | 86 | 91 | 89 | 67 | 92 | 105 | 104 | 59
